High-throughput results as filed in PubChem.
ELG1 repair inh = qHTS screen for small molecules that inhibit ELG1-dependent DNA repair in human embryonic kidney (HEK293T) cells expressing luciferase-tagged ELG1 | HEK293T ELG1-luciferase reporter, luminescence, 16 h; DNA damage induced by 5-fluorouridine | Potency, µM (titrated, usually from 46.1 µM), inactives show top-dose activity change, negative = inhibition, most hits filed as inhibitors | hit rate 2.3% among 330,000; note: potency is the fitted concentration of half-maximal effect; % is set by controls: 0 for no effect and ±100 for the full control effect; nearly all actives have a fitted effect of over 55% in size
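DMSO vehicle served as the neutral condition. Each well held 2,000 cells given 5-fluorouridine plus compound; after 16 hr at 37 °C/5% CO2, ONE-Glo was added and luciferase measured 30 min later.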
RORg inh = qHTS for inhibitors of ROR gamma transcriptional activity; Potency, µM (highest dose often 53.6 µM), for the others: at the highest dose activity change, negative = inhibition, actives largely listed as inhibitors; Drosophila S2 Gal4-RORgamma UAS-luciferase reporter, 20 h; Nuclear receptor ROR-gamma (Mus musculus), P51450; hit rate 5.4% among 310,000; note: potency is the fitted concentration of half-maximal effect; % is set by controls: 0 for no effect and ±100 for the full control effect; nearly all actives have a fitted effect of over 60% in size
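Schneider cells (Drosophila), stable Gal4 DBD–ROR gamma + UAS-luc; 1 hr cmpd preincubation; Cu2+ induction 700 uM final; 20 hr ambient; luminescence.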
FLuc modulator = qHTS profiling assay for firefly luciferase inhibitor/activator using purifed enzyme and Km concentrations of substrates (counterscreen for miR-21 project); hit rate 6.9% among 360,000; Luciferin 4-monooxygenase (Photinus pyralis), P08659; purified FLuc, Km substrates, luminescence inhibition; Potency, µM (titrated, usually from 57.5 µM), for the others: at the top dose activity change, negative = inhibition, most hits filed as inhibitors; AID 588342, 2011;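 note: potency is the fitted concentration of half-maximal effect; plate controls were vehicle for no effect and reference inhibitor for full effect; nearly all actives have a fitted effect of over 55% in size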
Target sequence (P08659 whole entry, looked up): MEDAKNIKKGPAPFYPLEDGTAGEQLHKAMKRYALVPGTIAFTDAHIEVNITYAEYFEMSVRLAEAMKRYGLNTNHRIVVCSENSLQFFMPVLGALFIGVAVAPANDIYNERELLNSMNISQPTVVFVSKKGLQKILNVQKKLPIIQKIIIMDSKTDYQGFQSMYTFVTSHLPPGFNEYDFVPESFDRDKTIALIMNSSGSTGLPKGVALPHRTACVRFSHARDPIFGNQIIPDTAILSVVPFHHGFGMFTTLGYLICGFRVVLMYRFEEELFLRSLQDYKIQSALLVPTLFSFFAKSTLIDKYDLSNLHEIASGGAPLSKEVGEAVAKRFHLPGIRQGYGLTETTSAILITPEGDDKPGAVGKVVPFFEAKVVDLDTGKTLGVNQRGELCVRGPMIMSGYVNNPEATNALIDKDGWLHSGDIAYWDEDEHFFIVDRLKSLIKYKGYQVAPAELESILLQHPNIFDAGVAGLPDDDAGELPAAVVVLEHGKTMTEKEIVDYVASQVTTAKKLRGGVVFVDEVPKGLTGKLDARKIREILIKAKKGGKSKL
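Purified P. pyralis luciferase (10nM final) with 10uM D-luciferin and 10uM ATP (Km levels) in 50mM Tris acetate pH 7.5, 10mM Mg acetate, 0.01% Tween-20, 0.05% BSA; qHTS 6-point titration, ~60 µM downward; luminescence read.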
Menin-MLL TR inh = qHTS Assay for Inhibitors Targeting the Menin-MLL Interaction in MLL Related Leukemias: Competition With Texas Red Labeled MLL-derived Mutant Peptide. O00255. Menin + Texas Red MLL mutant peptide, fluorescence polarization. Potency, µM (series often up to 61.6 µM), inactives show at the top dose FP activity change, negative = inhibition, hits mostly inhibitors. hit rate 0.23% among 270,000. AID 1768, 2009; active = well fitted inhibition curve with a large enough effect in the polarisation, with a control signal flat, not every such curve was filed as active; inconclusive = small, poorly fitted or top-dose-only effect, or effect the other way, or a change in a side signal; inactive = no such curve, though single readings can be large or run the other way; the % refers to the polarisation; note: potency is the fitted concentration of half-maximal effect; % of control where 0% means no effect; many of its hits are not listed in these tables
PKM2 act = qHTS Assay for Activators of Human Muscle isoform 2 Pyruvate Kinase; hit rate 0.34% among 260,000; AID 1631, 2009; Potency, µM (series often up to 57.5 µM), for the others: at the highest dose activation, usual class: activators; purified PKM2, Kinase-Glo ATP luminescence, activation; response scale: 0% is enzyme alone, no compound; note: potency is the fitted concentration of half-maximal effect; % is set by controls: 0 for no effect and ±100 for the full control effect; nearly all actives have a fitted effect of over 55% in size
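Purified hPK-M2 (>95% pure) converted ADP (0.1 mM final) to ATP with 0.5 mM PEP in 50 mM imidazole pH7.2, KCl, MgCl2, Tween 20, BSA; 1 h at room temperature. ATP detected by Kinase-Glo luminescence.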
Rab9 promoter act = qHTS Assay for Rab9 Promoter Activators; Potency, µM (highest dose often 9.22 µM), inactives show at the top dose activation, negative = inhibition, hits mostly activators; Huh7 Rab9 promoter-luciferase reporter, luminescence, 24 h; hit rate 2.8% among 320,000; note: potency is the fitted concentration of half-maximal effect; % of control where 0% means no effect; nearly all actives have a fitted effect of over 60% in size
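Luciferase signal after 10 min detection reagent at ambient indicates Rab9 promoter upregulation; stably transfected Huh7 cells were treated 24 h with compound in DMSO at 37 °C, 5% CO2.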
Mito fusion yeast = qHTS Assay for Small Molecule Inhibitors of Mitochondrial Division or Activators of Mitochondrial Fusion | S. cerevisiae fusion-defective mutant growth rescue, CellTiterGlo 48 h | Potency, µM (top dose mostly 46.1 µM), inactives show at the highest dose growth rescue (activation), most hits filed as activators | hit rate 0.23% among 320,000 | AID 485298, 2010;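 note: potency is the fitted concentration of half-maximal effect; % of control where 0% means no effect; nearly all actives have a fitted effect of over 45% in size; temperature-sensitive fusion mutants such as fzo1-1 at 37 °C on non-fermentable ethanol glycerol medium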
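S. cerevisiae fusion-defective temperature-sensitive mutants (e.g. fzo1-1, mgm1-5) grown 48 h at 37C in YPEG (ethanol/glycerol non-fermentable) medium with 23 nl compound per well; growth rescue read as CellTiterGlo luminescence.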
KCNH2 3.1 inh = qHTS for Inhibitors of KCHN2 3.1: Mutant qHTS | hit rate 0.95% among 340,000 | Potassium voltage-gated channel subfamily H member 2, brain isoform KCNH2 3.1 (human) | U2OS KCNH2 3.1, thallium flux FluxOr; active compounds read low | activity change, % (tested at about 1.8 µM);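 active = maximum activity change below -70%; inconclusive = maximum activity change from -70% to -50%; inactive = maximum activity change above -50%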;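 note: thallium influx rate constant from kinetic fluorescence after stimulation buffer; % is set by controls: 0 for no effect and ±100 for the full control effect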
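FluxOr-based Tl+ influx in U2OS cells transduced with KCNH2 3.1 virus; rate constants normalized to DMSO controls.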
VP16 counter = VP16 counterscreen qHTS for inhibitors of ROR gamma transcriptional activity; Potency, µM (titrated, usually from 53.6 µM), for the others: top-dose activity, negative = inhibition, most hits filed as inhibitors; hit rate 3.5% among 310,000; AID 2546, 2010; Drosophila S2 Gal4-VP16 UAS-luciferase, luminescence, 20 h;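 note: Gal4-VP16 expression switched on by copper sulfate through the metallothionein promoter; potency is the fitted concentration of half-maximal effect; % is set by controls: 0 for no effect and ±100 for the full control effect; nearly all actives have a fitted effect of over 50% in size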
MBNL1-CUG inh = qHTS Assay for Inhibitors of MBNL1-poly(CUG) RNA binding | Muscleblind-like protein 1 (Homo sapiens), Q9NR56 | TR-FRET MBNL1-His/biotin-(CUG)12 binding, 665/545 ratio | Potency, µM (doses to about 57.5 µM), without a hit: at the highest dose activity change, negative = inhibition, actives largely listed as inhibitors | hit rate 0.036% among 280,000; active = well fitted inhibition curve with a large enough effect in the signal ratio, with a control signal flat, not every such curve was filed as active; inconclusive = small, poorly fitted or top-dose-only effect, or effect the other way, or a change in a side signal; inactive = no such curve, though single readings can be large or run the other way; the % refers to the signal ratio; note: potency is the fitted concentration of half-maximal effect; % is set by controls: 0 for no effect and ±100 for the full control effect
Target sequence (Q9NR56 whole entry, looked up): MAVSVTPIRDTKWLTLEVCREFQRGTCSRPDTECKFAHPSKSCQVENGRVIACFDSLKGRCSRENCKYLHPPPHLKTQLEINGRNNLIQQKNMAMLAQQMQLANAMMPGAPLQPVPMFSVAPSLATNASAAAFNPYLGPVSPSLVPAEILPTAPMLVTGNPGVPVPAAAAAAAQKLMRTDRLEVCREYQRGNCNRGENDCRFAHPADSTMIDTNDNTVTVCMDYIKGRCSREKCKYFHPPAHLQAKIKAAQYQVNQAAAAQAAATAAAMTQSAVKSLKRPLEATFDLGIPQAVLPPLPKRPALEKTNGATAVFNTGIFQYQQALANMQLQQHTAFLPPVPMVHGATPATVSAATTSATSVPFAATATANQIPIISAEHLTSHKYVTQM
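Compounds (final 92 nM to 58 uM) are added to His-tagged MBNL1 and biotin-(CUG)12, then terbium anti-His antibody and streptavidin-XL665 (5 nM final). After 60 min at room temperature, the 665/545 nm ratio is read.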
NPC1 promoter act = qHTS Assay for NPC1 Promoter Activators. Huh7 NPC1 promoter luciferase reporter, 24 h. AID 485313, 2010. hit rate 2.4% among 320,000. Potency, µM (titrated, usually from 9.22 µM), without a hit: at the highest dose activation, usual class: activators;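 note: potency is the fitted concentration of half-maximal effect; % of control where 0% means no effect; nearly all actives have a fitted effect of over 60% in size; reporter is driven by a mutant NPC1 promoter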
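Quantitative HTS used a cell-based reporter: Huh7 cells stably bearing the NPC1 promoter upstream of luciferase were treated with compounds for 24 h, and promoter activation was read as luminescence.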
* = called active by the depositor; & = joins results of further samples; [ ] = another dose, or the depositor's remark. Unless noted, calls come from the whole dose curve; as a rule, active = well fitted curve in the direction sought with a large enough effect; inconclusive = small, poorly fitted or top-dose-only effect, or another doubt; inactive = no such curve, though single readings can be large; an effect the other way counts as inactive or inconclusive.

For COCCn1nnnc1C(C(C)C)N(Cc1cccnc1)Cc1cc2cc(OC)ccc2[nH]c1=O (stereo unspecified) the results were ELG1 repair inh -13.5%, RORg inh -0.7%, FLuc modulator -0.5%, Menin-MLL TR inh -18.9%, PKM2 act 4.9%, Rab9 promoter act 0.4%, Mito fusion yeast -1.5%, KCNH2 3.1 inh -21.7, VP16 counter -0.4%, MBNL1-CUG inh -1.2% and NPC1 promoter act -1.9%.
For N#C/C(=C(/O)c1ccc([N+](=O)[O-])cc1)c1nc2ccccc2[nH]1 the results were ELG1 repair inh -1.8%, RORg inh -15.2%, FLuc modulator -10.2%, PKM2 act 2.3%, Rab9 promoter act 14.7%, Mito fusion yeast -5.7%, KCNH2 3.1 inh 3.8, VP16 counter 18.1%, MBNL1-CUG inh 14.4% and NPC1 promoter act 14.9%.
Screening Cc1ccc(-n2nc3c(=O)n(CC(=O)NC4CCCCC4)nc(C)c3c2C)cc1 returned ELG1 repair inh -17.2%, RORg inh 13.3%, FLuc modulator 0.2%, Menin-MLL TR inh -12.1%, Rab9 promoter act 0.2%, Mito fusion yeast -37.0%[inhibitor], KCNH2 3.1 inh 9.9, VP16 counter -0.8%, MBNL1-CUG inh -2.2% and NPC1 promoter act -5.9%.
For Cc1nnc(SCC(=O)NC(C)(C)C)n1C1CCCCC1 the results were ELG1 repair inh -2.4%, RORg inh 0.0%, FLuc modulator 3.0%, Menin-MLL TR inh 2.9%, PKM2 act -4.1%, Rab9 promoter act -0.9%, Mito fusion yeast -3.9%, KCNH2 3.1 inh 18.4, VP16 counter -12.5% and NPC1 promoter act -2.6%.
COC(=O)[C@@H]1C[C@@]2(O)[C@H](O)[C@H](O)[C@H](O)C[C@H]2N1Cc1cccc2ccccc12 was read as ELG1 repair inh 13.5%, RORg inh 2.6%&5.5%, FLuc modulator -0.2%, Menin-MLL TR inh 0.3%, PKM2 act 0.1%&-0.9%, Rab9 promoter act -1.9%, Mito fusion yeast -0.4%, KCNH2 3.1 inh -2.7, VP16 counter -1.1%&2.8%, MBNL1-CUG inh 4.5% and NPC1 promoter act -7.1%.
For Nc1nc(-c2ccco2)nn1C(=O)c1ccc(F)cc1 the results were ELG1 repair inh -2.2%, RORg inh 20.8%, FLuc modulator -0.6%, Menin-MLL TR inh -7.7%, PKM2 act -0.5%, Rab9 promoter act -11.8%, Mito fusion yeast 10.1%, KCNH2 3.1 inh 15.6, VP16 counter 1.0%[10 µM], MBNL1-CUG inh -24.6% and NPC1 promoter act -0.6%.
Screening CC1CCCN(S(=O)(=O)c2ccc(S(=O)(=O)N3CCCN(Cc4ccccc4)C3)cc2)C1 (stereo unspecified) returned ELG1 repair inh 10.5%, RORg inh 1.8%, FLuc modulator 2.8%, Menin-MLL TR inh -5.1%, PKM2 act -0.4%, Rab9 promoter act -6.7%, Mito fusion yeast -1.8%, KCNH2 3.1 inh -14.7, VP16 counter -0.4%, MBNL1-CUG inh -3.1% and NPC1 promoter act -6.4%.
Screening CCN1CCN(C2CC(=O)NC2=O)CC1 (stereo unspecified) returned ELG1 repair inh -1.8%, RORg inh 6.9%, FLuc modulator 0.4%, Menin-MLL TR inh 7.7%, PKM2 act 23.6%, Rab9 promoter act 5.2%, Mito fusion yeast 4.2%, VP16 counter -20.4%, MBNL1-CUG inh -0.8% and NPC1 promoter act -2.3%.
COc1cc(OC)c(C(=O)OCN2C(=O)c3ccccc3C2=O)cc1OC was read as ELG1 repair inh 3.2%, RORg inh -18.1%, FLuc modulator -0.2%, Menin-MLL TR inh -8.7%, PKM2 act 1.0%, Rab9 promoter act -1.6%, Mito fusion yeast 0.0%, KCNH2 3.1 inh 2.2, VP16 counter -5.1%, MBNL1-CUG inh -1.8% and NPC1 promoter act -0.4%.
Screening COCCCNS(=O)(=O)c1ccc(Cl)c(C(F)(F)F)c1 returned ELG1 repair inh 11.8%, RORg inh inconclusive, FLuc modulator -2.3%, Menin-MLL TR inh 2.0%, PKM2 act 1.7%, Rab9 promoter act -2.5%, Mito fusion yeast 1.4%, KCNH2 3.1 inh 5.8, VP16 counter -2.4%, MBNL1-CUG inh -2.0% and NPC1 promoter act -3.3%.
`Cc1ccc(S(=O)(=O)NNC(=O)Nc2ccc([N+](=O)[O-])cc2)c(C)c1` gave ELG1 repair inh -17.0%, RORg inh -0.3%, FLuc modulator -0.3%, PKM2 act 0.0%, Rab9 promoter act -3.8%, Mito fusion yeast 0.1%, KCNH2 3.1 inh 12.4, VP16 counter 4.5%, MBNL1-CUG inh inconclusive and NPC1 promoter act 3.0%.
COc1ccc(CCNC(=O)COc2ccc(N(C)S(=O)(=O)c3ccc(C)cc3)cc2)cc1OC was read as ELG1 repair inh 20.6µM*, RORg inh 28.2%, FLuc modulator -1.9%, Menin-MLL TR inh -9.9%, PKM2 act 2.8%, Rab9 promoter act 3.0%, Mito fusion yeast 3.7%, KCNH2 3.1 inh -6.0, VP16 counter -6.0%, MBNL1-CUG inh -4.8% and NPC1 promoter act -4.2%.
Screening Cc1nc(C)n(C(C)CNC(=O)c2cccc(Br)c2)n1 (stereo unspecified) returned ELG1 repair inh -1.6%, RORg inh -17.3%, FLuc modulator -0.1%, Menin-MLL TR inh 10.2%, PKM2 act -1.1%, Rab9 promoter act 4.5%, Mito fusion yeast 1.2%, KCNH2 3.1 inh 2.2, VP16 counter 5.7%, MBNL1-CUG inh -2.9% and NPC1 promoter act -1.7%.
Screening CCc1ccc(CN(C)CC(=O)Nc2ccccc2[N+](=O)[O-])cc1 returned ELG1 repair inh 18.9%, RORg inh 36.6%, FLuc modulator -1.7%, Menin-MLL TR inh -0.6%, PKM2 act 2.7%, Rab9 promoter act 1.7%, Mito fusion yeast 14.8%, KCNH2 3.1 inh -11.9, VP16 counter -9.2%, MBNL1-CUG inh -0.7% and NPC1 promoter act -0.7%.
Screening CNC(=O)C1CC(=O)N(CCc2ccc(OC)cc2)C(=Nc2ccc(OC)cc2)S1 (stereo unspecified) returned ELG1 repair inh inconclusive, RORg inh inconclusive, FLuc modulator 4.4%, Menin-MLL TR inh -18.5%, PKM2 act -5.9%, Rab9 promoter act -1.6%, Mito fusion yeast 3.9%, KCNH2 3.1 inh -13.7, VP16 counter 10.2%, MBNL1-CUG inh -0.9% and NPC1 promoter act -3.0%.
For O=C(Nc1ccc(NC(=O)c2ccco2)cc1)c1ccc2c(c1)OCO2 the results were ELG1 repair inh 0.0%, RORg inh 22.4µM*, FLuc modulator 0.1%, Menin-MLL TR inh 15.0%, PKM2 act -20.7%, Rab9 promoter act 7.1%, Mito fusion yeast 1.8%, KCNH2 3.1 inh -6.8, VP16 counter inconclusive, MBNL1-CUG inh 0.1% and NPC1 promoter act 3.6%.
`O=C(COc1ccc2ccc(=O)oc2c1)NC1CCCCC1` gave ELG1 repair inh 29.3%, Rab9 promoter act 1.5%, Mito fusion yeast -0.6%, KCNH2 3.1 inh 8.5 and NPC1 promoter act -1.4%.
CN(C)S(=O)(=O)c1cccc(C(=O)NCc2ccco2)c1 was read as ELG1 repair inh 5.3%, RORg inh 13.0%, FLuc modulator -1.9%, Menin-MLL TR inh -6.9%, PKM2 act 16.1%, Rab9 promoter act 2.6%, Mito fusion yeast -3.8%, KCNH2 3.1 inh 1.3, VP16 counter 6.9%, MBNL1-CUG inh -1.6% and NPC1 promoter act -2.2%.
For Cc1cccc(COCCN2CCN(S(=O)(=O)c3ccccc3)CCC2=O)c1 the results were ELG1 repair inh -0.1%, RORg inh 15.7%, FLuc modulator -0.1%, PKM2 act 9.3%, Rab9 promoter act -2.3%, Mito fusion yeast -4.8%, KCNH2 3.1 inh 21.3, VP16 counter -7.6%, MBNL1-CUG inh 3.2% and NPC1 promoter act 2.7%.
S=C(Nc1ccc(Oc2ccccc2)cc1)NC1CCCC1 was read as ELG1 repair inh 19.7%, RORg inh 5.01µM*, FLuc modulator inconclusive, Menin-MLL TR inh 17.0%, PKM2 act -0.7%, Rab9 promoter act -5.9%, Mito fusion yeast inconclusive, KCNH2 3.1 inh 3.4, VP16 counter 5.01µM*, MBNL1-CUG inh -5.3% and NPC1 promoter act 1.8%.

Not all compounds are listed; rates above refer to the full screens.
